# Source: PubChem BioAssay
# TDP1 inh – TDP1 (human) enzyme inhibition; Potency, µM (titrated, usually from 130 µM), for the others: at the highest dose activity change, negative = inhibition, usual class: inhibitors; Q9NUW8; recombinant TDP1, AlphaScreen DNA substrate cleavage; actives 0.28% (n = 350,000); further: nearly all actives have a fitted effect of over 40% in size
# Target sequence (Q9NUW8 whole entry, looked up): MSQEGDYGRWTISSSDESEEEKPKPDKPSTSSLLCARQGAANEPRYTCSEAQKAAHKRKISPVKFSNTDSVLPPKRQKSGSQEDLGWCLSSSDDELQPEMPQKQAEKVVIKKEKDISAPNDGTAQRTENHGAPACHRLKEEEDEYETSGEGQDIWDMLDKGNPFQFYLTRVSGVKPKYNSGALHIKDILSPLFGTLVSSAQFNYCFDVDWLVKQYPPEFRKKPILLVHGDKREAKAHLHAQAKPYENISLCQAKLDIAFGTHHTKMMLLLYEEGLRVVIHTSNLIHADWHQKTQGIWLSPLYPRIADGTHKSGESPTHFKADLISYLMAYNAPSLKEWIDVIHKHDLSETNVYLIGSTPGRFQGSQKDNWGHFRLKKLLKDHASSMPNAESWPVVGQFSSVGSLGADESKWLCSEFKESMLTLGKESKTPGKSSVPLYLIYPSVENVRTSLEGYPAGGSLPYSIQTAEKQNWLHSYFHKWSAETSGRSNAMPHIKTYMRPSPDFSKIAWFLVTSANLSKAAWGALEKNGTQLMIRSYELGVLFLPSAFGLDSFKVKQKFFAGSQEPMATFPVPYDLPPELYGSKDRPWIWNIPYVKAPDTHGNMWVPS
#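 Here, a 5' biotin and 3' phosphotyrosine-FITC DNA oligonucleotide reports Tdp1 activity: intact substrate bridges AlphaScreen beads, while cleavage leaves a 3' phosphate and drops signal. All incubations at room temperature.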
# N370S GC mod – inhibitors or activators of N370S glucocerebrosidase for Gaucher disease; P04062; N370S GC spleen homogenate, 4MU-glucoside fluorescence; Potency, µM (top dose mostly 59.4 µM), without a hit: top-dose activity change, negative = inhibition, hits mostly inhibitors; actives 0.092% (n = 330,000); AID 2101;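 further: 0% = full enzyme activity and -100% = no enzyme basal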
# TDP1 cell noCPT – qHTS for Inhibitors of human tyrosyl-DNA phosphodiesterase 1 (TDP1): qHTS in cells in absence of CPT; DT40 Tdp1-/- hTDP1 cells, no CPT, ATP luminescence, 48 h; Potency, µM (series often up to 46.2 µM), without a hit: at the highest dose activity change, negative = growth inhibition, actives largely listed as inhibitors; actives 15% (n = 420,000); AID 686978, 2013; further: nearly all actives have a fitted effect of over 55% in size
#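 Chicken DT40 Tdp1-/- cells complemented with human TDP1, screened without camptothecin (DMSO vehicle only), 400 cells/well. Compounds pin-transferred, cells incubated at 37 °C for at least 48 hr. Growth read as ATP-dependent luminescence (CellTiter-Glo, 30 min at RT).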
# * = called active by the depositor; u = inconclusive; x = no result given; [ ] = remark or other dose. The call rests on the fitted dose curve; in most records, active means well fitted curve in the direction sought with a large enough effect; inconclusive means small, poorly fitted or top-dose-only effect, or another doubt; inactive means no such curve, though single readings can be large; an effect the other way counts as inactive or inconclusive. Unless noted, on the % scale 0 is the no-effect control and ±100 the full control effect; potency means the concentration at half of the fitted maximal effect. These rows are one share of the data. The share of hits here may be higher or lower than overall.
SMILES,TDP1 inh,N370S GC mod,TDP1 cell noCPT
Cc1cc(=O)oc(C)c1C(=O)OCC(=O)c1ccccc1,0%,u,-17%
O=C(C1CCC1)N1CCN(S(=O)(=O)c2cc(F)ccc2F)CC1,-2%,1%,u
CCOC(=O)C1=C(C)N=c2s/c(=C\c3cc(OC)c(OC)c(OC)c3)c(=O)n2C1/C=C/c1ccccc1 (stereo not given),-3%,1%,u
O=c1c(O)c(-c2ccc(O[C@@H]3O[C@H](CO)[C@@H](O)[C@H](O)[C@H]3O)c(O)c2)oc2cc(O)cc(O)c12,8%,-18%,x
O=S(=O)(c1cccc(-c2nc3ccccc3s2)c1)N1CCCC1,2%,7%,-20%
Cc1cc(C)n(-c2ccc(C(=O)OCC(=O)NCc3ccc(F)cc3)cc2)n1,0%,12%,-3%
O=C(Nc1ccc(NC(=O)N2CCN(c3ccccc3O)CC2)cc1)N1CCN(c2ccccc2O)CC1,x,-7%,26µM*
CCOc1ccc(OCCC(=O)OCC(=O)NCc2ccc(Cl)cc2)cc1,-7%,1%,-5%
CCCN(CCC)C(=O)Cn1c(=O)n(-c2ccc(Cl)c(Cl)c2)c(=O)c2c(C)c(C(=O)N(C)C)sc21,-2%,x,-6%
CCn1cc(C(=O)NN)c(=O)c2cc(F)c(NC3CCCCC3)cc21,x,-2%,-30%
COCc1c(C(=O)OCC(=O)NCCc2ccc(S(N)(=O)=O)cc2)oc2ccccc12,-2%[56.1 µM],x,-3%
Cc1ccc(-c2noc(CCC(=O)N(C)c3ccccc3C)n2)cc1,2%,9%,15µM*
Cc1noc(C)c1COc1ccc(C(=O)NCCc2ccc(S(N)(=O)=O)cc2)cc1,0%[0.505 µM],7%,u
C[C@@H]1CN([C@@H](C)CO)C(=O)c2cc(NS(=O)(=O)c3ccc(Cl)cc3)ccc2O[C@H]1CN(C)Cc1ccncc1,3%,x,-3%
Brc1ccc(CSc2nnc(Cc3c[nH]c4ccccc34)o2)cc1,2%,u,u
Fc1cccc(Cl)c1/C=N/n1c(-c2cccnc2)n[nH]c1=S,9%,9%,-18%
Cc1ccc(C)c(NC(=O)c2nc(-c3ccccc3)n(-c3ccccc3)n2)c1,1%,u,u
CCCn1nnnc1SCC(=O)N1CCCc2ccccc21,-4%,5%,0%
Cc1ccc(NC(=O)CS(=O)CC(=O)Nc2cccc(C)c2C)cc1F (stereo not given),4%,-27%,-7%
O=C(NCc1ccccc1CN1CCCCC1)c1ccc(Cl)cc1N1CCCC1=O,0%,x,8%
COc1cc2c(cc1OC)C(/C(C#N)=N\O)=NC(C)(C)C2,-3%,2%,5%
CC1CCc2c(sc(NC(=O)c3ccco3)c2C(=O)O)C1 (stereo not given),-15%,18%,u
CCCCn1c(N)c(N(Cc2ccccc2OC)C(=O)COc2ccc(F)cc2Cl)c(=O)[nH]c1=O,1%[56.1 µM],-2%,0%
Cc1cc(C)c(C)c(S(=O)(=O)N2CCN(CC(=O)Nc3ccc([N+](=O)[O-])cc3)CC2)c1C,6%,4%,-24%
O=C(Nc1ccccc1Cl)c1ccccc1Oc1ccc(C(F)(F)F)cc1[N+](=O)[O-],11%,11%,18µM*

# Some of the entries so far, with bars between the fields.
SMILES | TDP1 inh | N370S GC mod | TDP1 cell noCPT
CCCN(CCC)C(=O)Cn1c(=O)n(-c2ccc(Cl)c(Cl)c2)c(=O)c2c(C)c(C(=O)N(C)C)sc21 | -2% | x | -6%
CCn1cc(C(=O)NN)c(=O)c2cc(F)c(NC3CCCCC3)cc21 | x | -2% | -30%

# More results:
SMILES,TDP1 inh,N370S GC mod,TDP1 cell noCPT
Cc1c(-n2c(SCC(=O)NC(C)C(C)C)nc3ccccc3c2=O)c(=O)n(-c2ccccc2)n1C (stereo not given),4%,1%,8%
CNC(=O)Nc1cccc(NC(=O)NC)n1,0%,6%,30%[activator]
c1cc2nnnn2nc1N1CCCCC1,2%,-1%,-10%
O=C1CCCN1CCC1CCCCN1Cc1nc(COc2ccccc2)no1 (stereo not given),3%,7%,-7%
CCn1c(CSc2nc3ccccc3s2)n[nH]c1=S,7%,2%,u
Cc1cc(C)c2oc(C(=O)N3CCN(C)CC3)cc(=O)c2c1,x,-3%,-5%
CC[n+]1cc(-c2ccccc2)nc(N2CCOCC2)n1,1%,3%,u
COc1ccccc1NC(=O)CSc1nnc(CNC(=O)c2cccs2)o1,2%,-1%,13%
CCOC(=O)C1=C(Cn2ccc(C(F)(F)F)n2)NC(=O)NC1c1ccc2c(c1)OCO2 (stereo not given),4%,3%,u
CCOC(=O)CC1=CC(C)(CC(=O)OCC)C(C#N)(C#N)C(N)=C1C#N (stereo not given),-2%,-15%,-21%
NC(=O)[C@H]1CC2(CC(c3cccc(NC(=O)c4ccccc4)c3)=NO2)CN1C(=O)[C@H]1CCC(=O)N1 (stereo not given in full),4%,-12%,u
Cc1nn(-c2ccc(F)cc2)c(Cl)c1/C=C(\CC(=O)O)c1nc2ccccc2s1,7%,1%,0%
O=C(O)c1cccc(NC(=O)c2ccc(CN3C(=O)c4ccccc4C3=O)cc2)c1,x,-24%,0%
CC(C)(C)C(=O)Cn1c(=N)n(Cc2ccccc2)c2ccccc21,9%,22%,15µM*
CSc1nc(C)c(CCOC(=O)c2cccc(C)c2)c(=O)[nH]1,-8%,10%,-10%
CCOc1ccccc1OCCOc1cccc(C(F)(F)F)c1,-6%,4%,8%
O=C(CC1C(=O)NCCN1Cc1ccc(-c2ccccc2)cc1)NC1CCC1 (stereo not given),5%,-3%,15µM*
CC(=O)NC1C(OC(=O)/C=C/c2ccccc2)OC(COC(C)=O)C(OC(C)=O)C1OC(C)=O (stereo not given),5%,-14%,18%
Nc1cccc2c1C(=O)N(C(=O)/C=C/c1cccc(F)c1)C2=O,3%,7%,u
N#Cc1c(-c2ccc(Cl)cc2Cl)nc2n(c1=O)CCS2,0%,0%,-10%
CCOc1ccc(C(c2c(O)cc(C)n(CCOC)c2=O)N2CCN(c3ccccc3F)CC2)cc1 (stereo not given),3%,x,-30%
COc1ccc(S(=O)CC(=O)Nc2ccccc2Cl)cc1 (stereo not given),3%,0%,-4%
CCOc1ccccc1NC(=O)c1cnc(NS(=O)(=O)c2ccccc2)nc1,x,-1%,u
CN(C)c1ccc(-c2cncnc2NCc2ccccc2)cc1,21%[56.1 µM],3%,-26%
Cc1ccccc1-c1nc(C(=O)NCC2CCCO2)cc2c1[nH]c1ccccc12 (stereo not given),x,19%,18µM*

# Whole records, looked up by structure. Order of values: TDP1 inh, N370S GC mod, TDP1 cell noCPT
# `COc1ccc(S(=O)CC(=O)Nc2ccccc2Cl)cc1` (stereo not given) in the list: 3%, 0%, -4%
# `COc1ccccc1NC(=O)CSc1nnc(CNC(=O)c2cccs2)o1` in the list: 2%, -1%, 13%

# Molecules above containing an aryl thioether with sulfur outside any ring (6):
SMILES,TDP1 inh,N370S GC mod,TDP1 cell noCPT
Brc1ccc(CSc2nnc(Cc3c[nH]c4ccccc34)o2)cc1,2%,u,u
CCCn1nnnc1SCC(=O)N1CCCc2ccccc21,-4%,5%,0%
Cc1c(-n2c(SCC(=O)NC(C)C(C)C)nc3ccccc3c2=O)c(=O)n(-c2ccccc2)n1C (stereo not given),4%,1%,8%
CCn1c(CSc2nc3ccccc3s2)n[nH]c1=S,7%,2%,u
COc1ccccc1NC(=O)CSc1nnc(CNC(=O)c2cccs2)o1,2%,-1%,13%
CSc1nc(C)c(CCOC(=O)c2cccc(C)c2)c(=O)[nH]1,-8%,10%,-10%

# Further entries follow.
SMILES,TDP1 inh,N370S GC mod,TDP1 cell noCPT
CCOC(CNC(=O)CN1C(=O)COc2ccc(S(=O)(=O)N3CCCC3)cc21)OCC,1%,-8%,25%
Cc1ccc(-n2ncc3c(=O)n(Cc4cccc(C(F)(F)F)c4)cnc32)cc1C,-8%,x,-17%
CCOc1ccccc1NC(=O)CSc1nc(=O)n(CCCN2CCOCC2)c2c1CCC2,0%,-24%,-21%
Cn1c(=O)c2c(nc(CN3CCc4ccccc4C3)n2CCCO)n(C)c1=O,2%,6%,u
COc1ccc(C(=O)NCc2cn3ccccc3n2)cc1,5%,7%,3%
COc1cc(C2C(C#N)=C(N)N(c3cccnc3)C3=C2C(=O)CC(C)(C)C3)ccc1O (stereo not given),2%,11%,3%
Cc1ccc2oc(=O)c3cnn(CC(=O)N(C)c4ccc(F)cc4)c3c2c1,9%,x,-4%
COc1cc(CN2CCC(C(=O)N3CCCC(C)C3)CC2)cc(Br)c1O (stereo not given),-4%,-1%,-11%
CCc1nnc(SCc2ccc(CSc3nnc(CC)n3N)cc2)n1N,4%,-10%,3%
COc1ccccc1C(=O)NCCn1cc(SCC(=O)Nc2cc(C)on2)c2ccccc21,-5%,13%,u
CSc1nc(SCC(=O)NC(c2ccccc2)c2ccccc2)c2c3c(sc2n1)CN(C)CC3,1%,27%,u
COc1cc(-c2noc(C)c2C(=O)NCc2ccc3c(c2)OCO3)cc(OC)c1OC,0%,x,u
Cc1ccccc1C(=O)N1CCN(c2ccc(NC(=O)c3ccccc3[N+](=O)[O-])cc2)CC1,5%,-21%,u
CCOC(=O)c1[nH]c(C)c(C(=O)N(CC)CC)c1C,3%,5%,-19%
Cc1cc2oc(=O)cc(CN3CCN(S(=O)(=O)c4cccs4)CC3)c2cc1C(C)C,-5%,12%,21µM*
Cc1[nH]n(-c2ccccc2)c(=O)c1/C=N/c1ccccn1,0%,0%,u
CCOC(=O)c1cccc(NC(=O)C2CCN(S(=O)(=O)c3c(C)noc3/C=C/c3ccc(C)cc3)CC2)c1,4%,x,12µM*
O=C(C1CCC(Cn2c(=O)c3sccc3n(Cc3ccccc3F)c2=O)CC1)N1CCCCC1 (stereo not given),7%,x,u
O=C(CCNC(=O)c1ccccc1Cl)Nc1ccc(Br)c(C(F)(F)F)c1,-1%,6%,u
CC(C)OC(=O)c1cccc2c1C(=O)c1ccccc1-2,0%,7%,u
COc1cc(/C(C)=N/NC(=O)Cc2c(C)[nH][nH]c2=O)ccc1O,-4%,15%,5%
COCCNC(=O)Cc1c(C)c2cc3c(cc2oc1=O)OC(C)(C)CC3,x,u,u
COc1ccccc1C(=O)NC(C)c1ccc(-n2ccnc2)cc1 (stereo not given),5%,3%,0%
COc1ccccc1C1=NN(C(=O)c2ccccc2)C(c2ccc(Br)cc2)C1 (stereo not given),x,2%,-10%
CN1CCN(Cc2nc(N)nc(Nc3ccc4c(c3)OCCO4)n2)CC1,2%,u,-21%

# Going on with the list.
SMILES,TDP1 inh,N370S GC mod,TDP1 cell noCPT
Cc1ccc(Cn2c(C)c3cnn(CC(=O)NC4CCCC4)c(=O)c3c2C)cc1,x,1%,u
CCc1nnc(NC(=O)c2nc(S(=O)(=O)Cc3ccccc3)ncc2Cl)s1,3%,-2%,18µM*
Cc1cccc(NC(=S)N2CCN(C(=O)c3ccco3)CC2)c1C,16%,5%,4%
CC(Sc1nnc2n1CCCCC2)C(=O)Nc1cccc(S(=O)(=O)N2CCOCC2)c1 (stereo not given),1%,0%,10%
Clc1cccc(Cc2ccc(Cl)nn2)c1,5%,11%,-2%
Cc1cc2c(cc3c(SCc4nc(-c5ccccc5)oc4C)nnc(C)n32)o1,-5%,x,16µM*
O=c1oc2ccccc2c(Nc2ccccc2)c1[N+](=O)[O-],2%,2%,u
COc1ccc(NC(=O)c2sc3nc(C)c(C(=O)Nc4ccc(C)cc4C)c(-c4sccc4C)c3c2N)cc1,5%,x,-20%
O=C(NCC1CCCN1S(=O)(=O)c1cccs1)c1ccccc1 (stereo not given),x,-2%,u
COc1ccc(C(C)(C)C)cc1NC(=O)COC(=O)c1cnc(C)cn1,0%,10%,-1%
CN(c1ccccn1)c1ncnc2[nH]ncc12,7%,10%,19%
CC(C)c1ccc(NC(=O)COc2nncc3ccccc23)cc1,8%,14%,-18%
CN(c1ccccc1C(=O)Nc1ccc(S(=O)(=O)N2CCOCC2)cc1)S(C)(=O)=O,2%,-8%,-9%
Cc1ccc(S(=O)(=O)N(C)C)cc1NC(=O)[C@H](Cc1ccccc1)N1C(=O)c2ccccc2C1=O,2%,1%,-7%
COc1ccc(/C=C2\SC(=S)N(NS(=O)(=O)c3ccccc3)C2=O)c(OC)c1,x,-6%,0%
CC(Sc1nnc(Cc2cccs2)n1C)C(=O)Nc1ccc(C(N)=O)cc1 (stereo not given),-12%,-8%,8%
CC1(C)OC(=O)C(=Cc2ccc(-c3ccc(S(N)(=O)=O)cc3)o2)C(=O)O1,x,-6%,u
COc1ccccc1N(C)C(=O)c1cc(S(=O)(=O)N2CCCC2)cn1C,x,-4%,-9%
COc1cccc(CN2CCCC(N3CCc4ccccc4C3)C2)c1O (stereo not given),3%,-2%,-25%
O=C(CC1S/C(=N/N=C/c2c[nH]c3ccccc23)NC1=O)Nc1ccccc1 (stereo not given),2%,3%,-29%
CC(=O)O[C@]1(C(C)=O)CC[C@@H]2[C@@H]3C=C(C)C4=CC(=O)CC[C@@]4(C)[C@H]3CC[C@]21C,6%[21 µM],11%[21.6 µM],x
Cn1c(=NC(=O)CS(=O)(=O)c2ccccc2)sc2cc([N+](=O)[O-])ccc21,-1%,-15%,u
